# Screens deposited in PubChem BioAssay by The Scripps Research Institute Molecular Screening Center.
# PP1 inh = PP1-alpha phosphatase inhibitors, primary screen, counter-screen for PP5 inhibitor project, biochemical, fluorescence, OMFP substrate, single point; purified PP1alpha; inhibition, % at 6.7 µM; actives 0.9% (n = 320,000); Serine/threonine-protein phosphatase PP1-alpha catalytic subunit (Homo sapiens), P62136;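 active = inhibition above the mean inhibition of all tested compounds plus 3 SD, computed separately for each screening campaign, cut at about 15% in these data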
# TPT1 inh = Candida albicans TPT1 enzyme inhibitors, primary screen, biochemical, fluorescence polarization; tRNA 2'-phosphotransferase TPT1 (Candida albicans SC5314); recombinant caTPT1, FP RNA substrate dephosphorylation; inhibition, % at 5 µM; actives 0.81% (n = 300,000); AID 1962, 2009;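 active = inhibition above the mean of all tested compounds plus 3 SD, set per screening campaign, cut at about 24% in these data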;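 also: plate controls were DMSO alone for no effect and ferristatin control at 100 nM for full effect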
# AHR activator = AHR activators, primary screen, cell-based, luminescence, luciferase reporter, human; Aryl hydrocarbon receptor (Homo sapiens), P35869; AHR-responsive luciferase reporter cells; activation, % at 5 µM; actives 2.5% (n = 320,000); AID 2796, 2010; in the data active = activation above about 47%;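 also: 0% = vehicle wells and 100% = reference agonist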
# Target sequence (P35869 whole entry, looked up): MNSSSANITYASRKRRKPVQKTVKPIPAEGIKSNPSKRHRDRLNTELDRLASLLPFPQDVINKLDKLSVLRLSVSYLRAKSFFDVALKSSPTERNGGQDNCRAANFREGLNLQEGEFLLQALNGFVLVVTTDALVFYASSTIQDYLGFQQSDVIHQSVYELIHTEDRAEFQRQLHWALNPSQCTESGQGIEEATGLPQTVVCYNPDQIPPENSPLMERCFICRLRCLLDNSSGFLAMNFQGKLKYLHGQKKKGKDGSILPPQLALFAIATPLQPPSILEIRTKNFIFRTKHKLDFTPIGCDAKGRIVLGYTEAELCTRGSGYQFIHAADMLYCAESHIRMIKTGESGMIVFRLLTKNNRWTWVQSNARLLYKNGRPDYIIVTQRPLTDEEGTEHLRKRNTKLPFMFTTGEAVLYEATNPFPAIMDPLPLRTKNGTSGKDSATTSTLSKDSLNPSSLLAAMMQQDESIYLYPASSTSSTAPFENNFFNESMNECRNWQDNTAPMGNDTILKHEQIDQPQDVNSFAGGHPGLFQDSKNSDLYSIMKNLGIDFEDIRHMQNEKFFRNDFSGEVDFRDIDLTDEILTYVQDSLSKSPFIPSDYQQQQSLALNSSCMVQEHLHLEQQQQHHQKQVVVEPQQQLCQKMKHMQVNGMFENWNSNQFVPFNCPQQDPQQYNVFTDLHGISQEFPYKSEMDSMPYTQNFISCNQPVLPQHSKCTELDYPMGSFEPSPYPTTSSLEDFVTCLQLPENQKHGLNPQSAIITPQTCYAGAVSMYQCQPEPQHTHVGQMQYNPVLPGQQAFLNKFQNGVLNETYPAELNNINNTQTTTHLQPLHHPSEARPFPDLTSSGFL
# Fh CTSL1 inh = Fasciola hepatica cathepsin L1 inhibitors, primary screen, counter-screen for PFM18AAP inhibitor project, biochemical, QFRET, fluorogenic peptide substrate; AID 1906, 2009; recombinant F. hepatica cathepsin L1, Z-Leu-Arg-MCA fluorescence; inhibition, % at 5.96 µM; actives 0.49% (n = 300,000);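 active = inhibition above the mean of all tested compounds plus 3 SD, set per screening campaign, cut at about 17% in these data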;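 also: 0% = plate median of test compound wells and 100% = 1 µM Z-Phe-Ala-diazomethylketone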
# PP5 primary = PP5 phosphatase inhibitors, primary screen, biochemical, fluorescence | Serine/threonine-protein phosphatase 5 (Homo sapiens), P53041 | purified PP5c, OMFP substrate fluorescence | inhibition, % at 6.7 µM | actives 0.18% (n = 320,000) | AID 1987, 2009;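 active = inhibition above the campaign's mean inhibition across all tested compounds plus 3 SD, cut at about 9.5% in these data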;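 also: 0% = DMSO only and 100% = 100 µM cantharidin control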
# PAFAH2 inh = PAFAH2 enzyme inhibitors, primary screen, biochemical, fluorescence polarization, human | Platelet-activating factor acetylhydrolase 2, cytoplasmic (Homo sapiens), Q99487 | recombinant PAFAH2, FP-rhodamine activity probe | inhibition, % at 3.39 µM | actives 0.99% (n = 340,000) | AID 492956, 2010;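 active = inhibition above the mean over all tested compounds plus 3 SD, cut at about 30% in these data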;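 also: inhibitors block probe labeling of enzyme so polarization drops; 0% = enzyme with DMSO and 100% = wells lacking PAFAH2 protein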
# core dimer inh = inhibitors of HCV core protein dimerization, primary screen, biochemical, TR-FRET, high-throughput; TR-FRET GST/Flag-core106 dimerization, 1536-well; inhibition, % at 5 µM; actives 0.33% (n = 300,000);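 active = inhibition above the mean of all tested compounds plus 3 SD, set per screening campaign, cut at about 45% in these data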
#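 test system = GST/Flag-tagged HCV core106 proteins | probe or stimulus = Eu donor and XL665 acceptor anti-tag antibodies | times = compound-protein-antibody incubation 4 h at 22.5 °C | signal = TR-FRET, excitation 340 nm, emission 617 and 671 nm | measure = percent inhibition of core106 dimerization signal | controls = wells lacking GST-core106 and wells with excess unlabelled core106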
# proCasp3 act = activators of human procaspase-3 D3A mutant, primary screen, biochemical, absorbance, PC-3 D3A mutant, single concentration | Caspase-3 (Homo sapiens), P42574 | recombinant procaspase-3 D3A, Ac-DEVD-pNA absorbance 405 nm | activation, % at 8.5 µM | actives 0.11% (n = 330,000) | AID 463141, 2010;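 active = activation above the mean of all tested compounds plus 3 SD, cut at about 21% in these data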;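 also: 0% = DMSO alone and 100% = DMSO wells spiked with extra 5 µM PC-3 D3A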
# Target sequence (P42574 whole entry D9A/D28A/D175A): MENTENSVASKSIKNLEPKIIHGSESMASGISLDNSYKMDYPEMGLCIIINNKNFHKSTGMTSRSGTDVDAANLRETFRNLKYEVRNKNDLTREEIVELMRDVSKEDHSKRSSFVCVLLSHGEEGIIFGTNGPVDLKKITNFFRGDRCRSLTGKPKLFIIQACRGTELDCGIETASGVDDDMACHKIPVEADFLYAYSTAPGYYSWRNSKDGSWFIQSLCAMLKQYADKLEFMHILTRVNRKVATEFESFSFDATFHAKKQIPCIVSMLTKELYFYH
#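 Compound: 8.5 µM single point, 0.8% DMSO / Material: Autoprocessing-dead procaspase-3 D3A mutant enzyme / Timing: 1 h preincubation plus 2 h reaction at 25 °C / Medium: Zinc-free HEPES/NaCl buffer with 0.01% Triton X-100 at pH 7.4 / Technique: 405 nm absorbance of p-nitroaniline, reads at 0 and 120 min / Repeats: one well per compound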
# procasp7 counter = procaspase-7 activators, primary screen, counter-screen for procaspase-3 activator project, biochemical, absorbance, HTS, human. recombinant procaspase-7, Ac-DEVD-pNA absorbance 405 nm; D23A/D198A/D206A triple mutant, cannot self-cleave; scale: DMSO 0, 5 µM enzyme 100. actives 0.093% (n = 330,000). activation, % at 8.5 µM. Caspase-7 (Homo sapiens), P55210;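 active = percent activation above the screen-wide mean plus 3 SD, cut at about 25% in these data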
#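 Assay system – Uncleavable procaspase-7 mutant enzyme · Quantity – 2 µM procaspase-7 mutant as dispensed · Times – 1 h preincubation, 2 h reaction · Dosing – single nominal 8.5 µM compound dose, 0.8% DMSO final · Buffer or medium – Zinc-free 50 mM HEPES buffer, pH 7.4, with NaCl and Triton X-100 · Detection – Epi-absorbance of released pNA at 405 nm, two timepoints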
# Active calls of the source: *; / = not tested or not shown.
SMILES,PP1 inh,TPT1 inh,AHR activator,Fh CTSL1 inh,PP5 primary,PAFAH2 inh,core dimer inh,proCasp3 act,procasp7 counter
CCOc1cc(C(=O)OCC(=O)c2c(C)[nH]c3ccccc23)ccc1OCC(=O)N1CCOCC1,-1,1,2,-3,0.3,-3,3,0,-2
Cc1ccc(CSc2ncnc3c2cnn3-c2ccccc2)cc1,-5,2,11,0,-0.2,3,0,-1,1
CCN1C(=O)[C@@H]2[C@H](C1=O)[C@@H]1C(=O)Nc3ccccc3C(=O)N1[C@@H]2c1ccccc1,1,0,11,-3,1.2,9,10,-7,-1
CCn1c(C)nc2cc(C(=O)N/N=C/c3ccccc3C)ccc21,-1,2,-4,2,0.5,1,0,-2,0
COc1ccc(S(=O)(=O)N2CCNCC2)cc1OC,-1,-1,-2,0,-1.4,2,-16,-9,-6
COc1ccc(CNC(=O)CSc2nc3c(oc4ccccc43)c(=O)n2CC2CCCO2)cc1 (stereo not given),-2,-4,-1,2,-0.8,11,0,9,5
CC1=C(C(=O)Nc2ccccc2)C(c2cccs2)NC(=O)N1 (stereo not given),-6,2,0,-2,-4.1,-2,0,-3,-6
COc1ccc(/C=C/C(=O)NNC(=O)c2ccncc2)c(OC)c1,-1,/,-1,/,1.5,1,/,8,-10
O=C(c1ccc(Cl)nc1)N1CCC(Cc2ccccc2)CC1,-2,4,-1,-1,-2.1,-5,-2,3,7
CC(OC(=O)CCCc1nc2ccccc2s1)C(=O)NC(N)=O (stereo not given),0,-1,-1,-54,-2.8,-6,-4,1,-1
O=C1CC2(CCCC2)Oc2ccccc21,4,1,2,0,2.4,-2,-14,4,-7
O=C(CCc1nnc(COc2ccccc2)o1)NCCc1cccs1,0,-2,1,-3,0.6,2,-4,0,21
O=C(COc1ccc(F)cc1F)Nc1cccnc1,0,-1,-1,6,1.6,-4,1,4,-1
COC(=O)CCN(C(=O)c1ccc(Cl)c([N+](=O)[O-])c1)c1ccccn1,-6,-1,2,-1,1.7,-2,-6,-15,-1
O=C(CNC(=O)c1ccccc1F)NCCN1C(=O)S/C(=C\c2ccc3c(c2)OCO3)C1=O,0,/,1,/,-0.7,3,/,6,-11
CC1CCN(C(=O)Cn2c(=O)c3cccn3c3ccccc32)CC1,-1,1,2,0,0.3,-2,-1,1,5
CC(C)(C)c1ccc(-c2noc(CCC(N)=O)n2)cc1,-3,1,-3,-3,-0.2,-6,-1,-9,6
COc1ccccc1NC(=O)c1sc2ncn(Cc3cccc4ccccc34)c(=O)c2c1C,15,10,35,0,0.7,-17,-77,5,13
CCOC(=O)c1c(C)[nH]c(N=Nc2cc(C(=O)O)cc(C(=O)O)c2)c1C,1,-4,3,9,-0.8,6,-11,4,-1
COCCN1CCN(Cc2cn(C)nc2-c2cccc(Cl)c2)CC1,4,-1,5,4,2.7,15,4,-4,-4
CS(=O)(=O)n1nc(NCc2cccs2)nc1NCc1cccs1,3,-1,-4,-7,1.0,9,14,1,-3
Cc1noc(C)c1C(=O)Nc1nc2ccc(F)cc2s1,1,/,35,/,-1.2,-4,/,-7,-4
O=C(Nc1cccc(Cl)c1)N(CCN1CCOCC1)Cc1cccc(Cl)c1,-2,-1,3,-1,4.6,-4,-1,12,2
C=CCN(CC=C)C(=O)Nc1cc(Cl)ccc1OC,-3,-1,3,2,1.4,-3,-6,-2,2
O=C(/C=C/Nc1ccc([N+](=O)[O-])cc1)c1ccc(Br)cc1,3,7,-4,17*,3.4,-14,39,-1,-14
CC(C)Sc1nc2ccc(Br)cc2[nH]1,0,-3,10,0,0.7,-3,-4,6,2
O=C(Cc1cccs1)N1CCN(c2nc(-c3ccc(Cl)cc3)cs2)CC1,6,-2,5,-2,1.8,-10,9,-1,15
NNC(=S)Nc1ccc(C(F)(F)F)cc1Cl,-3,3,14,-3,-1.9,6,-1,8,6
CCN1CCN(C(=O)NC(c2ccc(C)c(F)c2)C(Cl)Cl)CC1 (stereo not given),1,-1,2,1,0.6,7,-8,-3,-1
NS(=O)(=O)c1cccc(NC(=O)c2cccc(-c3ccc(O)cc3)c2)c1,9,1,9,4,2.1,-2,4,3,3
CCc1ccc(/C=C(\C)C(=O)c2c(C)cc(C)[nH]c2=O)cc1,-3,4,0,2,-0.6,7,-2,8,1
O=C(Nc1ccccc1F)NC1CCCCCCC1,-1,2,23,-2,3.0,5,-3,2,1
Cc1ccc(C)c(COC(=O)CCN=C2NS(=O)(=O)c3ccccc32)c1,-1,-2,2,1,1.4,-4,-4,-5,1
COc1ccccc1-n1c(SCC(=O)O)nc2c(sc(=S)n2-c2ccccc2C)c1=O,0,-1,6,2,0.3,14,2,4,1
Cc1ccn(-c2cccc(-n3ccc(C)n3)n2)n1,-3,-1,-2,-5,1.3,-1,1,14,0
CC(=O)Nc1ccccc1P(=O)(c1ccccc1)c1ccccc1OC(C)=O (stereo not given),-4,-2,-3,-1,-2.4,2,-1,3,5
O=C(CN(c1ccccn1)S(=O)(=O)c1ccc(F)cc1)Nc1ccccc1,-2,-4,-1,0,-0.6,4,9,-3,1
COc1ccc(CNC(=O)CN(c2cc(C)cc(C)c2)S(=O)(=O)c2c(C)[nH]c(=O)[nH]c2=O)cc1,1,1,-1,-5,1.7,-3,-1,1,0
CCc1c(C)nc2ncnn2c1Nc1ccc(C#N)c(Cl)c1,-3,3,1,-3,3.2,-7,0,9,-4
Cc1cccc(/N=C/c2c(O)n(Cc3ccc4c(c3)OCO4)c(=O)c3ccccc23)n1,4,-4,1,8,1.5,3,-1,1,2
Cn1c(CN2CCN(C(=O)c3ccco3)CC2)nc2cc([N+](=O)[O-])ccc21,-2,-1,2,2,1.2,5,1,5,-7
CC(Nc1nc(-c2ccncc2)nc2ccccc12)c1ccccc1 (stereo not given),2,0,10,-5,3.7,3,-3,3,2
O=C(C1CCN(C2CCN(Cc3ccsc3)CC2)CC1)N1CCOCC1,-2,1,9,-2,-0.5,-2,-5,-3,2
Clc1ccc(/C=N/NC2=Nc3cccc4cccc2c34)cc1,2,13,27,-2,0.1,-4,-7,5,-4
CCCCNC(=O)c1ccc(CS(=O)(=O)c2ccccc2OC)o1,-2,1,0,-5,1.0,4,-5,-1,-1
CC(C)=CC/C=C1\CCC(C(=O)O)C(C(=O)O)C1 (stereo not given),0,0,0,-2,2.8,-3,-1,0,9
CCn1nnc(-c2ccccc2NC(=O)c2ccc(-n3cnnn3)cc2)n1,-12,6,-1,-5,8.4,-3,-4,-7,-7
Cc1cc(C)nc(SCC(=O)Nc2ncc(C(F)(F)F)cc2Cl)n1,-1,3,3,-6,-0.6,-9,-8,-7,2
Cc1cc(C)nc(SCc2nnc(SCC(=O)Nc3cc(C(F)(F)F)ccc3Cl)o2)n1,-2,-3,1,5,2.7,5,1,6,-3
Nn1c(SCC(=O)NCC2CCCO2)nnc1-c1ccco1 (stereo not given),/,/,1,/,/,3,/,2,11

# A draw from above in order of length of the SMILES, lowest first.
SMILES,PP1 inh,TPT1 inh,AHR activator,Fh CTSL1 inh,PP5 primary,PAFAH2 inh,core dimer inh,proCasp3 act,procasp7 counter
C=CCN(CC=C)C(=O)Nc1cc(Cl)ccc1OC,-3,-1,3,2,1.4,-3,-6,-2,2
Cc1ccn(-c2cccc(-n3ccc(C)n3)n2)n1,-3,-1,-2,-5,1.3,-1,1,14,0
CC(Nc1nc(-c2ccncc2)nc2ccccc12)c1ccccc1 (stereo not given),2,0,10,-5,3.7,3,-3,3,2

# New compounds follow.
SMILES,PP1 inh,TPT1 inh,AHR activator,Fh CTSL1 inh,PP5 primary,PAFAH2 inh,core dimer inh,proCasp3 act,procasp7 counter
O=C(c1cccc(C(F)(F)F)c1)C1CCCN(C(=O)C2CCOCC2)C1 (stereo not given),0,0,4,0,0.0,7,-4,8,-2
Cc1ccc(-c2ccnc3nc(Sc4ncc(C(F)(F)F)cc4Cl)nn23)cc1,2,-2,2,7,5.8,-14,13,-4,-10
CCOC(=O)CNc1c(-c2ccc(Cl)cc2)nc2cnccn12,2,-9,0,4,3.9,3,3,1,6
COC(=O)c1nnn(-c2ccccc2)c1N,-2,-2,5,-1,-1.3,-2,-4,-17,-1
O=C(N/N=C\C=C\c1ccco1)c1cc(-c2ccc3ccccc3c2)n[nH]1,12,5,30,2,2.8,1,-1,3,3
Cc1nn(CCC(=O)NNC(=S)Nc2ccc(F)cc2)c(C)c1Br,-1,-4,5,-3,1.5,-3,-8,3,0
Cc1ccc(NC(=O)Cn2ncn3c(cc4ccccc43)c2=O)cc1F,1,1,10,1,3.4,-8,15,2,-6
CCn1c2ccccc2c2cc(NC(=O)c3ccccc3-c3ccccc3C(=O)O)ccc21,5,-1,1,0,3.9,9,12,-4,9
COc1cc(Cl)c(NS(=O)(=O)c2ccc(-c3ccc(=O)[nH]n3)o2)c(OC)c1,-3,3,10,-1,-1.9,32*,-2,1,-9
CC1CCN(C(=O)c2ccc(COc3ccccc3Cl)o2)CC1,-1,-2,0,7,-0.1,8,3,3,4
CCOC(=O)c1sc2nc(-c3ccco3)c3c(c2c1N)CC(C)(C)OC3,7,15,9,-1,3.4,5,40,3,9
C(=N\Nc1nc(N2CCCC2)nc(N2CCCC2)n1)/c1ccccc1OCc1ccccc1,-4,-1,7,9,3.0,-8,16,-3,6
CC(Cc1ccsc1)NC(=O)CCc1nnc(COc2ccccc2)o1 (stereo not given),-6,0,2,-2,-2.6,1,3,5,-2
O=C(CSc1nnc(CNC(=O)c2ccccc2)o1)NCc1ccco1,-6,5,4,-3,2.8,1,0,4,-12
Cc1nc(COC(=O)c2c(C)nn(-c3ccccc3)c2C)cs1,2,-2,-2,1,3.2,5,0,1,-5
CC1C=CC(C)C(C(=O)O)C1C(=O)O (stereo not given),-3,-3,-2,-4,2.2,-7,-1,-9,0
C=CCC1=C/C(=C\c2c(N)n3nc(CC(=O)N4CCCC4)sc3nc2=O)C=C(OC)C1=O,-5,20,2,3,-3.1,3,-10,-7,-7
Cc1nc(SCC(=O)Nc2ccc(S(=O)(=O)N3CCOCC3)cc2)c2c(C)c(C)sc2n1,/,/,3,/,/,-2,/,12,7
